Source: PubChem
PREPL inhibitor: inhibits the human prolyl oligopeptidase-like enzyme. Q4J6C6. recombinant PREPL, fluorescence polarization activity-based probe. inhibition, % at 5.96 µM. 320,000 compounds, 0.68% hits. AID 2751; in the data active = inhibition above about 43%;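 note: 0% = enzyme with DMSO and 100% = wells lacking enzyme; many of its hits are not listed in these tables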
Target sequence (Q4J6C6 whole entry, looked up): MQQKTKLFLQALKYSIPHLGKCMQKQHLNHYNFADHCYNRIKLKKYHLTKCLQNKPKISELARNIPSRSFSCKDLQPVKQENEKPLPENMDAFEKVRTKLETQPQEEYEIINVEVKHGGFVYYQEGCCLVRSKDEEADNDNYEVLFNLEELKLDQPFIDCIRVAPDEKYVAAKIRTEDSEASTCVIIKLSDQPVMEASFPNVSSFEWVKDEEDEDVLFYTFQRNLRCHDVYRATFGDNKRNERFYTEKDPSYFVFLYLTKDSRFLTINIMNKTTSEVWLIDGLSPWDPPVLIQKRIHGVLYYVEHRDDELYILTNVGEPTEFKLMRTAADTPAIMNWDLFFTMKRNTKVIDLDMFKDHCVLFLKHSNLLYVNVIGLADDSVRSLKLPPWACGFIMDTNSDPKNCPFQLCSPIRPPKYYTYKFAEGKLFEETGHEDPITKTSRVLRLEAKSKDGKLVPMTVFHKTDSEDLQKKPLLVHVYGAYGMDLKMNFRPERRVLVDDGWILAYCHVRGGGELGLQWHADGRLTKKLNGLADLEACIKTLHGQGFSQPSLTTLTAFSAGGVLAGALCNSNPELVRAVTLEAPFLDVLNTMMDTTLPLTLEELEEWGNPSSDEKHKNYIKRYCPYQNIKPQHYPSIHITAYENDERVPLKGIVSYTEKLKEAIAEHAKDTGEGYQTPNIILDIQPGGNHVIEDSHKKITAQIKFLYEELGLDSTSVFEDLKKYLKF
PAD4 inh: blocks human protein arginine deiminase 4. Q9UM07. recombinant PAD4, RCA probe fluorescence polarization. inhibition, % at 6.36 µM. 330,000 compounds, 0.41% hits;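 active = percent inhibition above a cutoff equal to the mean of all tested compounds plus 3 SD, cut at about 15% in these data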;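 note: 0% = PAD4 with RCA probe and DMSO and 100% = probe without PAD4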
LYPLA2 inh: blocks human lysophospholipase 2, a PME1 counter-screen; O95372; recombinant LYPLA2, FP-Rh probe fluorescence polarization; inhibition, % at 5.9 µM; 320,000 compounds, 0.38% hits; AID 2177;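 active = inhibition above the screen-wide mean plus 3 SD, limit set per campaign, cut at about 26% in these data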;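 note: 0% = LYPLA2 with DMSO and 100% = wells lacking LYPLA2 enzyme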
pPAFAH FP inh: pPAFAH (human) enzyme inhibition | Q13093 | recombinant pPAFAH, FP-rhodamine probe fluorescence polarization | inhibition, % at 3.39 µM | 330,000 compounds, 1.5% hits;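 active = inhibition above the mean inhibition across the screen plus 3 SD, cut at about 25% in these data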;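 note: inhibitors block binding of the rhodamine activity-based probe so polarization drops; 0% = enzyme with DMSO and 100% = wells lacking pPAFAH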
LYPLA1 inh: LYPLA1 (human) inhibition in PME1 counter-screen | 320,000 compounds, 0.16% hits | recombinant LYPLA1, FP-Rh probe fluorescence polarization | inhibition, % at 5.9 µM;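 active = inhibition above the mean of all tested compounds plus 3 SD, set per campaign, cut at about 14% in these data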;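 note: inhibitors block serine hydrolase probe labeling of LYPLA1 so polarization falls; 0% = enzyme with DMSO and 100% = wells lacking LYPLA1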
PAFAH1B3 inh: PAFAH1B3 (human) inhibition. recombinant PAFAH1B3, FP-rhodamine probe, fluorescence polarization. AID 492972. inhibition, % at 3.39 µM. 340,000 compounds, 0.28% hits;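 active = inhibition above the screen-wide average of all tested compounds plus 3 SD, cut at about 25% in these data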;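 note: 0% = enzyme with DMSO only and 100% = wells lacking PAFAH1B3 protein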
PAFAH1B2 inh: inhibitors of human PAFAH1B2; recombinant PAFAH1B2, FP-rhodamine activity probe, fluorescence polarization; inhibition, % at 3.39 µM; 340,000 compounds, 1.2% hits; AID 492953;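 active = inhibition above the mean of all tested compounds plus 3 SD, cut at about 24% in these data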;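 note: 0% = enzyme with DMSO and 100% = wells lacking PAFAH1B2; many of its hits are not listed in these tables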
Target sequence (P68402 whole entry, looked up): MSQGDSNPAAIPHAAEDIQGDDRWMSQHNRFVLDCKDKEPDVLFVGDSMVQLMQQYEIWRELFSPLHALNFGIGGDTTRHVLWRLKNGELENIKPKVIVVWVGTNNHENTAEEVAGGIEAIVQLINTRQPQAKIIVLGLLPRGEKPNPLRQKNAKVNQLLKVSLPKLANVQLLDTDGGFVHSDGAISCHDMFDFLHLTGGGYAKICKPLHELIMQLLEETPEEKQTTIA
PME-1 inh: blocks human protein phosphatase methylesterase 1; inhibition, % at 5.9 µM; recombinant PME-1, FP-Rh probe fluorescence polarization; 320,000 compounds, 0.53% hits; Q9Y570;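 active = inhibition above the campaign mean of all compounds plus 3 SD, cut at about 26% in these data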;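 note: competitive labeling of PME-1 active site by serine hydrolase directed probe; 0% = PME-1 with DMSO and 100% = wells lacking PME-1 enzyme; inhibitors block probe labeling so polarization falls and inhibition rises; many of its hits are not listed in these tables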
GSTO1 inh: GSTO1 inhibition, counter-screen for RBBP9 inhibitors; recombinant GSTO1, activity-based probe fluorescence polarization; inhibition, % at 5.96 µM; 300,000 compounds, 1.1% hits;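 active = inhibition above the campaign mean inhibition plus 3 SD, cut at about 35% in these data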;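 note: 0% = GSTO1-1 with DMSO and 100% = wells lacking GSTO1-1 enzyme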
Starred values were filed as active, the others as inactive; . = not tested or not shown. This is a subset (hit frequency here may not be typical).

[1] CC(=O)C1=C(O)C(=O)N(CCN2CCOCC2)C1c1ccc(N(C)C)cc1 (centres undefined)
[2] Cc1ccc2nc(C3CCCN(C(=S)Nc4ccccc4C)C3)[nH]c2c1 (centres undefined)
[3] Cc1ccc(NC(=O)NC(=O)CN2C(=O)NC3(CCCCCCC3)C2=O)c(C)c1
[4] Cc1nn(Cc2ccc(C(=O)Nc3ccccc3C(F)(F)F)o2)c(C)c1Br
[5] CCc1c(C)nc2ncnn2c1N1CCCC(C(=O)NCc2ccc3c(c2)OCO3)C1 (centres undefined)
[6] COc1ccc(S(=O)(=O)N2CCCCCC2)cc1C(=O)NCc1cccs1
[7] O=C(CCCc1ccccc1)Nc1ccc(Br)cc1F
[8] COc1ccc(C(NCC(=O)NC(C)c2ccc(Cl)cc2)c2ccccc2)cc1 (centres undefined)
[9] Cc1ccc(OCc2ccc(C(=O)Nc3nc4ccccc4n3Cc3ccccc3)o2)c([N+](=O)[O-])c1
[10] CCOC(=O)c1sc2nc(-c3ccco3)c3c(c2c1N)CC(C)(C)OC3
Screen / compound no.	1	2	3	4	5	6	7	8	9	10
PREPL inhibitor	-5	22	9	5	1	8	-11	-3	-16	15
PAD4 inh	-10	-8	3	-2	-2	-1	5	5	-3	-11
LYPLA2 inh	-3	-5	8	11	4	1	1	7	1	-5
pPAFAH FP inh	5	-5	1	2	4	-3	4	-2	4	20
LYPLA1 inh	-3	0	-2	2	2	1	-1	-1	-2	-3
PAFAH1B3 inh	3	8	-5	-3	8	3	2	6	4	2
PAFAH1B2 inh	1	1	1	0	4	7	3	14	-1	1
PME-1 inh	-1	-1	-7	-1	-2	20	0	4	-2	5
GSTO1 inh	3	3	1	-5	4	.	-4	2	-8	11

[11] CCN(CC)S(=O)(=O)c1cccc(-c2nnc(SCCOc3ccccc3C)o2)c1
[12] O=C(COC(=O)CCC(=O)c1cccs1)Nc1ccc(F)c(F)c1F
[13] O=C(CCNC(=O)c1ccc(Br)cc1)Nc1ccccc1N1CCOCC1
[14] Clc1ccccc1CSc1nnc(-c2cccnc2)n1Cc1ccco1
[15] O=C(CS)Nc1ccc2ccccc2c1
[16] CC1(C)N=C(SCC(=O)Nc2ccc(Cl)cc2)C(c2ccc(Cl)cc2)=N1
[17] c1ccc(C(c2c[nH]c3ccccc23)c2c[nH]c3ccccc23)nc1
[18] CC(Nc1nc(-c2ccncc2)nc2ccccc12)c1ccccc1 (centres undefined)
[19] Clc1ccc2nc(CN3CCCCCC3)cn2c1
[20] CC1=C(C(=O)Nc2ccccc2)C(c2ccc(C)cc2)N=C(Nc2nc3ccccc3o2)N1 (centres undefined)
Screen / compound no.	11	12	13	14	15	16	17	18	19	20
PREPL inhibitor	7	-6	12	0	-10	-5	19	-10	13	0
PAD4 inh	0	-5	-2	2	28*	3	-5	-1	0	-3
LYPLA2 inh	-8	.	4	4	-7	-9	3	-7	2	-7
pPAFAH FP inh	3	8	1	12	-2	-10	9	-2	21	8
LYPLA1 inh	29*	.	2	4	-2	-3	2	-10	0	0
PAFAH1B3 inh	7	3	3	5	3	-6	12	3	8	-11
PAFAH1B2 inh	0	1	2	6	7	-3	12	5	1	-4
PME-1 inh	-1	.	1	-2	-1	-10	-2	-11	-2	-2
GSTO1 inh	-1	.	9	-3	2	-5	-8	-10	-1	4

[21] COc1cccc(CN(C)C(=O)c2ccc(NS(=O)(=O)c3ccc(F)cc3)cc2)c1OC
[22] O=C(Nc1ccccn1)c1cccc(S(=O)(=O)N2CCCCC2)c1
[23] O=C(C1CCCCC1)N1CCN=C1SCc1cccc([N+](=O)[O-])c1
[24] COC(=O)COc1ccc(C(=O)Cn2c(NCCCO)nc3ccccc32)cc1
[25] Cc1cccc(-n2ncc3c2CCCC3NC(=O)Cn2cccn2)c1C (centres undefined)
[26] CC(C)(C)NC(=O)C[C@H]1C[C@H](C(=O)N2CCCCC2)[C@@]2(CCc3ccccc3)c3[nH]c4cc(-c5ccco5)ccc4c3CCN2C1=O
[27] CC(=O)CC(C)(C)Nc1nc2cc([N+](=O)[O-])ccc2o1
[28] O=C(N/N=C/c1ccc(Cl)c([N+](=O)[O-])c1)C1CC1
[29] CCOc1ccc(C(=O)NCC(=O)OCCN2C(=O)c3ccccc3C2=O)cc1OCC
[30] CCOC(=O)N1CCN(c2ncnc3scc(-c4ccc(Cl)cc4)c23)CC1
Screen / compound no.	21	22	23	24	25	26	27	28	29	30
PREPL inhibitor	18	19	6	-3	18	.	-5	-11	18	-3
PAD4 inh	0	-1	1	2	0	2	-6	5	-1	1
LYPLA2 inh	1	-1	4	4	3	.	-2	2	-1	-2
pPAFAH FP inh	8	0	2	4	1	8	2	2	-4	4
LYPLA1 inh	0	-2	-1	3	0	.	0	2	-1	-5
PAFAH1B3 inh	7	3	2	-2	7	11	8	2	7	1
PAFAH1B2 inh	-1	4	2	-3	7	3	0	5	5	2
PME-1 inh	4	-4	3	4	2	.	1	7	-1	2
GSTO1 inh	2	-8	-5	0	-4	.	10	6	.	1

[31] COc1cccc(NC(=S)N(CCN(C)C)C(C)c2ccncc2)c1 (centres undefined)
[32] O=C1OCC(CO)(CO)N=C1NNc1cc(Cl)ccc1Cl
[33] Cc1cc(C)c(S(=O)(=O)N2CCN(C(=O)N3CCCCC3)CC2)c(C)c1
[34] COc1cccc(C2(CSc3nnc(-c4cc(OC)c(OC)c(OC)c4)o3)OCCO2)c1
[35] C(=C\c1ccc2ccccc2n1)/c1ccccc1
[36] CCn1c(SCC(=O)c2ccc(C)cc2)nnc1-c1ccoc1C
[37] O=C(/C=C/c1ccco1)Nc1ccc2c(c1)OCCO2
[38] Cc1oc(-c2ccccc2)nc1C(=O)OCC(=O)NCc1ccc(Cl)cc1
[39] O=C(O)c1ccc2c(c1)C(=O)N(Cc1ccc3c(c1)OCO3)C2=O
[40] CCN1CCN(S(=O)(=O)c2ccc3c(c2)OCCO3)CC1
Screen / compound no.	31	32	33	34	35	36	37	38	39	40
PREPL inhibitor	-1	-2	2	-3	-11	12	20	-6	12	4
PAD4 inh	4	1	4	-5	1	4	-2	-1	-3	-6
LYPLA2 inh	6	6	-5	5	-1	2	0	2	-2	5
pPAFAH FP inh	2	-3	1	0	-3	3	1	5	6	4
LYPLA1 inh	3	2	-5	-4	2	3	2	-1	0	-2
PAFAH1B3 inh	6	6	8	10	12	7	-5	5	6	-10
PAFAH1B2 inh	4	4	-3	-1	9	6	-1	5	0	-4
PME-1 inh	7	1	0	-1	3	2	5	12	-1	0
GSTO1 inh	-6	-5	1	-5	4	10	3	.	4	11

Structures listed so far marked active in PAD4 inh.
# | smiles | PREPL inhibitor | PAD4 inh | pPAFAH FP inh | PAFAH1B3 inh | PAFAH1B2 inh | PME-1 inh
15 | O=C(CS)Nc1ccc2ccccc2c1 | -10 | 28* | -2 | 3 | 7 | -1

Next section
[41] CSc1cccc(NC(=O)C(=O)NCc2ccccc2)c1
[42] O=C(O)C1CCCCC1C(=O)Nc1nc(-c2ccc(Cl)s2)cs1 (centres undefined)
[43] CCCC(=O)N(CCc1ccccc1)Cc1nc2ccccc2c(=O)[nH]1
[44] CN1C(=O)c2cccc3c(S(=O)(=O)Nc4ccc(O)c(C(=O)O)c4)ccc1c23
[45] Cc1ncc(CO)c2cc(C(=O)Nc3cccc(F)c3)c(=Nc3cccc(C(N)=O)c3)oc12
[46] CCCOc1ccc(N2C(=O)CC(NCCCN3CCC(C(N)=O)CC3)C2=O)cc1 (centres undefined)
[47] CC(C)NC(=O)Cn1nnc(-c2cccc(NC(=O)c3ccccc3F)c2)n1
[48] Cc1ccc(O)c(NC(=O)C2CCCCC2)c1
[49] COc1cc(NC(=O)C/C(C)=N/NC(=O)C(=O)NCCO)c(OC)cc1Cl
[50] CS(=O)(=O)N(CC(=O)N1CCN(c2ccccc2)CC1)c1ccc(Cl)c(C(F)(F)F)c1
Screen / compound no.	41	42	43	44	45	46	47	48	49	50
PREPL inhibitor	2	7	7	-8	26	-2	-3	-3	-8	3
PAD4 inh	-5	-4	0	-5	-5	1	-4	1	-1	3
LYPLA2 inh	1	2	-5	-2	6	8	-3	0	0	2
pPAFAH FP inh	4	11	1	1	1	5	4	4	10	0
LYPLA1 inh	0	-3	1	-1	2	0	-1	-1	-1	-2
PAFAH1B3 inh	.	8	7	6	-1	0	2	7	-2	-1
PAFAH1B2 inh	.	7	7	2	3	0	1	-1	-3	2
PME-1 inh	3	-3	-1	4	8	-1	4	-1	6	-2
GSTO1 inh	0	3	-7	5	-2	4	-1	7	5	-16

Filtered by structure, the compounds so far containing a CF3 group.
[4] Cc1nn(Cc2ccc(C(=O)Nc3ccccc3C(F)(F)F)o2)c(C)c1Br
[50] CS(=O)(=O)N(CC(=O)N1CCN(c2ccccc2)CC1)c1ccc(Cl)c(C(F)(F)F)c1
Screen / compound no.	4	50
PREPL inhibitor	5	3
PAD4 inh	-2	3
LYPLA2 inh	11	2
pPAFAH FP inh	2	0
LYPLA1 inh	2	-2
PAFAH1B3 inh	-3	-1
PAFAH1B2 inh	0	2
PME-1 inh	-1	-2
GSTO1 inh	-5	-16

(list continues)
[51] Cc1ccc(N2C(=O)[C@@H]3C(c4cccnc4)=NO[C@@H]3C2=O)c(C)c1
[52] CCCC(=O)c1cc(F)c(N2CCN(C(=O)OCC)CC2)cc1C
[53] Cc1cccc(-c2nc(CS(=O)CC(=O)NCC3CCCO3)c(C)o2)c1 (centres undefined)
[54] Nc1ccc2nc3n(c(=O)c2c1)CCC3
[55] O=C(/C=C/c1ccccc1)N/C(=C/c1ccccc1)C(=O)N1CCCCC1
[56] O=C(NCc1ccc2c(c1)OCO2)c1cccs1
[57] COc1ccccc1NC(=O)c1cc(C(=O)Nc2ccccc2OC)n(C)n1
[58] NS(=O)(=O)c1ccc(Sc2ccc3c(c2)CCC3)nc1
[59] CCOC(=O)[C@H]1[C@H]2COc3ccc(Br)cc3[C@@H]2N2C(=O)CN(Cc3ccc(Cl)cc3)C(=O)[C@@]12C
[60] O=C(CCC1CCCCC1)NNC(=O)NC12CC3CC(CC(C3)C1)C2
Screen / compound no.	51	52	53	54	55	56	57	58	59	60
PREPL inhibitor	-1	0	-5	32	0	-4	4	-10	20	7
PAD4 inh	3	0	0	-2	0	3	2	-3	-4	1
LYPLA2 inh	5	5	-4	-5	-1	3	-1	5	.	4
pPAFAH FP inh	-1	4	8	2	-1	-11	3	8	1	7
LYPLA1 inh	4	2	3	-2	0	-1	-4	4	.	-2
PAFAH1B3 inh	5	1	0	-2	16	0	5	7	6	0
PAFAH1B2 inh	5	2	3	2	0	0	4	2	3	12
PME-1 inh	-2	-4	-2	-7	5	1	0	3	.	2
GSTO1 inh	0	-4	1	7	-2	-3	3	-2	.	2

[61] Cc1cccc(NC(=O)C(C)Oc2ccc(C)nc2[N+](=O)[O-])c1 (centres undefined)
[62] O=C1CCCN1Cc1ncnn1-c1ccccc1
[63] COc1ccc(CCNCC(=O)Nc2c(C)cc(C)cc2C)cc1OC
[64] O=C(CN1CCC(C(=O)c2cccc(Cl)c2)CC1)Nc1ccc(C(=O)O)cc1
Screen / compound no.	61	62	63	64
PREPL inhibitor	16	-3	6	5
PAD4 inh	-2	3	3	5
LYPLA2 inh	.	-3	-1	2
pPAFAH FP inh	-4	4	-3	5
LYPLA1 inh	.	0	3	1
PAFAH1B3 inh	6	-2	4	8
PAFAH1B2 inh	4	2	3	8
PME-1 inh	.	8	-7	-4
GSTO1 inh	.	5	-2	-4
